# Screening data from PubChem BioAssay.
# GSK3B inh = inhibitors of human GSK3beta kinase. P49841. GST-GSK3beta kinase, ADP-Glo luminescence, 60 min; active compounds read low. activity score (negative = inhibition), % at 10 µM. hit rate 0.038% among 300,000. AID 2097;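 active = more than half of replicate wells score below -50%, meaning over 50% inhibition versus plate controls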;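 note: 0% = median DMSO wells and -100% = median GW8510 positive control wells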
# Target sequence (P49841 whole entry, looked up): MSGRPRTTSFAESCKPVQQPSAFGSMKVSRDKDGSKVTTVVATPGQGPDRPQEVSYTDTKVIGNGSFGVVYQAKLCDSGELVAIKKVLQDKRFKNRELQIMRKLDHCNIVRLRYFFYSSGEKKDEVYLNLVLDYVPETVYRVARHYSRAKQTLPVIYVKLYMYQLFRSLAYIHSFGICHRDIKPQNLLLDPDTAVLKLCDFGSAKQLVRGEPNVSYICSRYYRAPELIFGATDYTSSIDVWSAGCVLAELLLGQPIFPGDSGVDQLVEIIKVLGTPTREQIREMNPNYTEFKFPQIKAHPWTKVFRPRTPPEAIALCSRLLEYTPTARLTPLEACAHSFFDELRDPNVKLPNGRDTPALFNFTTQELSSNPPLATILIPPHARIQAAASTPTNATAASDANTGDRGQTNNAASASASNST
#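 Assay system: GST-fused GSK3beta enzyme, cell-free / Medium: Tris pH 7.5 buffer with MgCl2, DTT, BSA, heparin / Also added: peptide substrate plus 25 µM ATP (final) / Compound: 10 µM single point / Timing: kinase reaction with compound 60 min at room temperature / Detection: ADP-Glo luminescence / Benchmarks: DMSO neutral wells and GW8510 at 20 µM as positive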
# KCNQ1 act = human KCNQ1 channel potentiation or activation; P51787; CHO-K1 KCNQ1, thallium flux FluxOR fluorescence; active compounds read high; B-score at 10 µM; hit rate 0.35% among 310,000;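 active = fluorescence ratio B-score, a plate-corrected score, at least three library SD, with initial intensity B-score within 5 SD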
#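 Assay system: CHO-K1 cells stably expressing KCNQ1; Medium: assay buffer with matched DMSO; Also added: K+/Tl+ depolarizing stimulus; Dosing: single dose; Timing: dye 90 min, compound 20 min, room temperature; Measured by: kinetic FluxOR thallium fluorescence, 10-s 1-Hz baseline, 110-s post-stimulus read; Read-out: peak-minus-minimum fluorescence over initial fluorescence, negative-control normalized, B-scored.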
# hERG rescue = hERG (human) protection from proarrhythmic block | CHO-hERG, FluxOR thallium flux, dofetilide IC70 present | hit rate 0.51% among 310,000 | activation (rescue from dofetilide block), less the hit threshold, % at 10 µM;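 active = activation above the mean of controls blocked by dofetilide plus 5 SD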;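 note: thallium influx through hERG after potassium depolarization seen as dye fluorescence rise; in these data hits start at about 4.7%; inactives centre near -7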
# KCNQ1 block = blocks the human KCNQ1 potassium channel; P51787; CHO-K1 KCNQ1, FluxOR thallium flux fluorescence; active compounds read high; B-score at 10 µM; hit rate 1.3% among 310,000; AID 2642;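 active = compounds whose thallium flux B-score, printed positive for inhibition, exceeds three library SD while starting fluorescence stays within three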;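 note: channel opened by potassium depolarization with thallium stimulus after 20 min compound exposure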
# KCNK3 block = human KCNK3 channel inhibition, primary screen. CHO-KCNK3 thallium flux, FluxOR fluorescence; active compounds read low. AID 602410. O14649. hit rate 0.84% among 340,000. B-score at 10 µM;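 active = B-score under library mean minus 4 SD, starting fluorescence ratio at most library mean plus 5 SD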;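 note: more negative B-score means stronger inhibition of thallium flux through KCNK3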
# PolyA inh = yeast polyadenylation inhibition | S. cerevisiae SKY197-pL101 polyadenylation reporter, beta-gal luminescence; efflux-impaired pdr1/pdr3 knockout yeast; score 100 = 6 SD above DMSO | calls only at 12 µM | hit rate 0.02% among 300,000 | AID 1875;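 active = lowest replicate activity score at least 50, where 100 means six control SD above control mean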;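 note: yeast exposed to compound for 9 h at 30 °C; higher score means more reporter readthrough which indicates perturbed polyadenylation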
# KCNK9 inh = human KCNK9 channel inhibition; Q9NPC2; HEK293 KCNK9, FluxOR thallium flux fluorescence; active compounds read low; B-score at 10 µM; hit rate 1.2% among 310,000; AID 488922;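 active = ratio B-score over 3 SD below the library mean, with starting fluorescence within 5 SD of its mean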;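 note: negative B-score means less thallium flux so channel inhibition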
# GSK3A inh = human GSK-3 alpha kinase inhibition | P49840 | ADP-Glo luminescence, 60 min | inhibition, % at 10 µM | hit rate 0.1% among 320,000 | AID 2650;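 in the data active = inhibition above about 50%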;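 note: GST-tagged GSK-3 alpha with peptide substrate and 25 µM ATP; 0% = DMSO neutral wells and 100% = GW8510 positive control wells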
# RGS4 pot = potentiators or activators of RGS4. HEK293 M3R/inducible RGS4, carbachol calcium flux Fluo4; active compounds read low. B-score at 10 µM. hit rate 0.92% among 310,000. AID 463111;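 active = B-score of the integrated calcium signal more than 4 SD below the library mean, with starting fluorescence not abnormally high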;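 note: negative B-score means reduced calcium response which marks RGS4 activation or potentiation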
#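 test system = M3R-expressing HEK293 line, RGS4 induced by doxycycline | probe or stimulus = carbachol at ECmax as muscarinic agonist stimulus | timing = dye loading 30 min 37 °C, buffer rest 30 min RT | signal = calcium dye Fluo4 fluorescence | evaluation = B score from integrated fluorescence ratio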
# HDAC3 inhib = inhibitors of human histone deacetylase 3; O15379; recombinant HDAC3, fluorogenic peptide/trypsin coupled, fluorescence; inhibition, % at 8.3 µM; hit rate 0.15% among 320,000; in the data active = inhibition above about 26%, passing the limit was not always enough
# Target sequence (O15379 whole entry, looked up): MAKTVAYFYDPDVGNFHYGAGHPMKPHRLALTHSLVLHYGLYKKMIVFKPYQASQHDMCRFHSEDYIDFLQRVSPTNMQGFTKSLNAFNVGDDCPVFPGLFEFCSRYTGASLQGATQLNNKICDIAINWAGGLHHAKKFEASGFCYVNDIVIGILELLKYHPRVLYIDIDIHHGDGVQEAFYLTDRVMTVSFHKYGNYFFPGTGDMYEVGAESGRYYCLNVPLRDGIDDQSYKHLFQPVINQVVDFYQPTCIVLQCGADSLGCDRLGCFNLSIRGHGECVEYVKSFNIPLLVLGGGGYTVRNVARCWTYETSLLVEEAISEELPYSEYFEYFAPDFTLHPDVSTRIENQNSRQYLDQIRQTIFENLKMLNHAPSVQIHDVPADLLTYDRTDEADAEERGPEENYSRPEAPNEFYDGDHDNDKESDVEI
# Dyrk1A ADPGlo = blocks rat Dyrk1A kinase activity. Q63470. ADP-Glo luminescence, NFATc1 peptide. inhibition, % at 12.5 µM. hit rate 0.43% among 310,000. AID 504441; in the data active = inhibition above about 50%;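 note: plate controls were vehicle with enzyme for no effect and no enzyme for full effect; many of its hits are not listed in these tables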
# * hit, by the source's call; i = inactive; x = not tested or not shown.
SMILES,GSK3B inh,KCNQ1 act,hERG rescue,KCNQ1 block,KCNK3 block,PolyA inh,KCNK9 inh,GSK3A inh,RGS4 pot,HDAC3 inhib,Dyrk1A ADPGlo
COc1ccc(NC(=O)N2CCCC2C(=O)Nc2ccc(C)c(Cl)c2)cc1 (configuration not stated),-1,i,-6,i,i,i,i,-2,i,0,3
Cc1cc(NC(=O)Nc2cccc(C(F)(F)F)c2)n(C)n1,0,i,-8,6*,i,i,i,-5,i,11,4
COCCNC(=O)C(c1ccc(OC)cc1)N(Cc1ccco1)C(=O)CCC(=O)Nc1ccccn1 (configuration not stated),0,i,-6,i,i,i,i,-1,i,0,1
CCOC(=O)CN1CCC(c2ccccc2)CC1,3,i,-3,i,i,i,i,0,i,-5,-1
C=CCn1c(SCC(=O)Nc2ccc(F)cc2F)nnc1-c1cnccn1,-2,i,-2,i,i,i,i,-3,i,1,0
COc1ccc(C(=O)NN=C2CCCC2)cc1OC,-1,i,-13,i,i,i,i,0,i,2,-9
COc1cccc(CN2CCC(N(CCc3ccccc3)Cc3ccccc3)CC2)c1OC,0,i,-12,i,i,i,i,2,i,9,0
Cc1cc(C)nc(N2CCC(C(=O)Nc3ccc4c(c3)CCC4)CC2)n1,5,i,-9,i,i,i,i,1,i,-12,2
Fc1ccc(CNc2ccccn2)cc1,1,i,-4,i,i,i,i,2,i,-1,10
CCc1ccc(C(C(=O)NCc2ccc(OC)cc2)N(CCOC)C(=O)Cc2cccs2)cc1 (configuration not stated),1,i,-10,i,i,i,i,0,i,4,0
O=C(CCN1C(=O)c2ccccc2C1=O)Nc1cccc(S(=O)(=O)NC2=NCCC2)c1,1,i,-3,i,i,i,i,1,i,-3,-6
CC(C)(C)C(=O)N1CCn2c1nc1ccccc12,-1,i,-9,i,i,i,i,-3,i,-1,-4
CC(=O)c1sc(NC(=O)c2ccc(COc3ccccc3Cl)o2)nc1C,1,i,3,i,i,i,i,-1,i,1,4
Cn1cc(Cl)c(C(=O)OCC(=O)Nc2nc(-c3ccc(Br)cc3)cs2)n1,-4,i,-16,i,i,i,i,0,i,-3,4
COc1ccccc1C(=O)NC(=O)COC(=O)Cc1ccccc1[N+](=O)[O-],x,i,-6,i,i,i,i,3,i,2,x
COc1cc(/C=C/C(=O)OCC(=O)NC2CCS(=O)(=O)C2)ccc1O (configuration not stated),0,i,-7,i,i,i,i,2,i,1,5
c1ccc2c(c1)OCC(c1csc3ncnc(N4CCCC4)c13)O2 (configuration not stated),-1,i,-17,i,i,i,i,5,i,3,11
CCOc1ccc(CC(=O)NNC(=O)/C=C/C(=O)O)cc1,-1,i,-15,i,i,i,i,1,i,x,2
CC1CCN(CCCCOc2cccc(C(C)C)c2)CC1,1,i,-8,i,i,i,i,-1,i,-2,4
CC(C)Cc1cc(C(=O)N2CCCC(CCC(=O)N(C)CCc3ccccn3)C2)no1 (configuration not stated),-2,i,-6,i,i,i,i,-3,i,12,5
COc1ccc(C(=O)Cc2nnc(C)s2)cc1,0,i,-5,i,i,i,i,-3,i,-7,9
O=C(Nc1ccccc1)NC1CCN(Cc2c(F)cccc2Cl)CC1,4,i,-5,i,i,i,i,-1,i,3,x
CC1(C)NS(=O)(=O)Oc2ccccc21,1,i,-4,i,i,i,i,-1,i,-2,7
Cc1ccc(S(=O)(=O)N2CCN(C(=O)c3ccc(OCc4c(C)noc4C)cc3)CC2)cc1,2,i,-8,i,i,i,i,-1,i,-2,7
O=C(Nc1ccc2ccccc2c1)c1ccccc1F,-2,i,-4,i,i,i,i,-6,i,1,15
COC(=O)c1c(Sc2ccccc2)c2ccccc2n1C,2,i,-5,i,i,i,i,-2,i,7,3
CCn1c(SCC(=O)Nc2c(C)n(C)n(-c3ccccc3)c2=O)nc2c1c(=O)n(C)c(=O)n2C,0,i,-8,i,i,i,i,-2,i,-1,-2
Cc1ccc(C(=O)NCCNC(=O)c2ccc(C)nc2)cc1,0,i,-5,i,i,i,i,-2,i,-1,-1
CC(CN1CCCCC1)OC(=O)/C=C/c1ccccc1 (configuration not stated),0,i,-11,i,i,i,i,-1,i,1,-2
O=C(NCc1ccco1)c1ccc(-c2csnn2)cc1,7,i,-9,i,i,i,i,1,i,6,0

# 13 entries from above, with values under each structure:
# Second line of a record – GSK3B inh	KCNQ1 act	hERG rescue	KCNQ1 block	KCNK3 block	PolyA inh	KCNK9 inh	GSK3A inh	RGS4 pot	HDAC3 inhib	Dyrk1A ADPGlo
- CCOc1ccc(CC(=O)NNC(=O)/C=C/C(=O)O)cc1
  -1	i	-15	i	i	i	i	1	i	x	2
- CC1CCN(CCCCOc2cccc(C(C)C)c2)CC1
  1	i	-8	i	i	i	i	-1	i	-2	4
- CC(C)Cc1cc(C(=O)N2CCCC(CCC(=O)N(C)CCc3ccccn3)C2)no1 (configuration not stated)
  -2	i	-6	i	i	i	i	-3	i	12	5
- COc1ccc(C(=O)Cc2nnc(C)s2)cc1
  0	i	-5	i	i	i	i	-3	i	-7	9
- O=C(Nc1ccccc1)NC1CCN(Cc2c(F)cccc2Cl)CC1
  4	i	-5	i	i	i	i	-1	i	3	x
- CC1(C)NS(=O)(=O)Oc2ccccc21
  1	i	-4	i	i	i	i	-1	i	-2	7
- Cc1ccc(S(=O)(=O)N2CCN(C(=O)c3ccc(OCc4c(C)noc4C)cc3)CC2)cc1
  2	i	-8	i	i	i	i	-1	i	-2	7
- O=C(Nc1ccc2ccccc2c1)c1ccccc1F
  -2	i	-4	i	i	i	i	-6	i	1	15
- COC(=O)c1c(Sc2ccccc2)c2ccccc2n1C
  2	i	-5	i	i	i	i	-2	i	7	3
- CCn1c(SCC(=O)Nc2c(C)n(C)n(-c3ccccc3)c2=O)nc2c1c(=O)n(C)c(=O)n2C
  0	i	-8	i	i	i	i	-2	i	-1	-2
- Cc1ccc(C(=O)NCCNC(=O)c2ccc(C)nc2)cc1
  0	i	-5	i	i	i	i	-2	i	-1	-1
- CC(CN1CCCCC1)OC(=O)/C=C/c1ccccc1 (configuration not stated)
  0	i	-11	i	i	i	i	-1	i	1	-2
- O=C(NCc1ccco1)c1ccc(-c2csnn2)cc1
  7	i	-9	i	i	i	i	1	i	6	0

# Additional entries:
SMILES,GSK3B inh,KCNQ1 act,hERG rescue,KCNQ1 block,KCNK3 block,PolyA inh,KCNK9 inh,GSK3A inh,RGS4 pot,HDAC3 inhib,Dyrk1A ADPGlo
CCOC(=O)C1CCCN(/C=C2\SC(=S)N(CC)C2=O)C1 (configuration not stated),-6,i,-6,i,i,i,i,10,i,1,x
CCc1ccc(NC(=O)CCS(=O)(=O)c2ccc3c(c2)CCN3C(C)=O)cc1,1,i,-7,i,i,i,i,1,i,3,1
O=C(NCCc1ccccc1)c1ccccc1NS(=O)(=O)N1CCCC1,-4,i,-8,i,i,i,i,2,i,1,1
C#Cc1ccc([C@H]2C=C(C(=O)O)O[C@@H](OCc3ccc(CO)cc3)C2)cc1,6,i,-7,i,i,i,i,-6,i,-9,8
CC(C)(C)OC(=O)NOCC(=O)N(CC(=O)c1ccccc1)Cc1ccccc1,5,i,-11,i,i,i,i,-2,i,6,11
CC(C)CCc1noc(CN(C)CC2CCN(Cc3ccccc3)CC2)n1,3,i,-1,i,i,i,i,0,i,4,-6
Cc1cc(C)c2c(c1)/C(=N/NC(=O)c1ccc(O)cc1)CCC2,1,i,-12,i,i,i,i,1,i,8,6
CCOC(=O)c1cc(CC)sc1N,1,i,-9,i,i,i,i,3,i,-3,5
Cc1cc(/C=N/n2cnnc2)c(C)n1-c1ccccc1,1,i,-5,i,i,i,i,1,i,5,6
c1ccc(CSc2ccc(-c3ccccn3)nn2)cc1,2,i,-10,i,i,i,i,0,i,4,0
CC(=O)NC1(c2cccc(F)c2)CCN(CC(=O)NC(C)C)CC1,-2,i,-14,i,i,i,i,0,i,-7,5
Cn1nccc1C(=O)Nc1sc2c(c1C#N)CCCC2,-3,i,-9,i,i,i,i,-3,i,1,7
Cc1ccc2c(c1)NC(=O)C(CC(=O)N(C)Cc1ccccc1)O2 (configuration not stated),-1,i,-7,i,i,i,i,-3,i,3,-7
c1ccc(OCCN2C3=NCCN3c3ccccc32)cc1,1,i,-11,i,i,i,i,-1,i,-6,-2
O=C(COC(=O)c1ccc(Br)o1)NCc1ccco1,6,i,-9,i,i,i,i,1,i,1,1
O=C(C1CCCN1C(=O)c1cccs1)N1CCN(Cc2ccc3c(c2)OCO3)CC1 (configuration not stated),0,i,-6,i,i,i,i,-1,i,0,-3
O=C(c1ccccn1)C1CCCN(Cc2cn[nH]c2-c2cc3ccccc3o2)C1 (configuration not stated),1,i,-24,i,i,i,i,-1,i,5,-2
O=C(O)c1ccccc1SC1CC(=O)N(C2CCCCC2)C1=O (configuration not stated),-1,i,-8,i,i,i,i,-3,i,6,0
Fc1ccc(NC(=S)Nc2ccc(Br)cc2)cc1,-3,i,-12,i,i,i,i,x,i,x,8

# Some of the compounds tested; the hit share may differ from the screen's.
